Screens deposited in PubChem by several laboratories.
Alkaline phosphatase: human TNAP enzyme inhibitors, biochemical, luminescent (AID 518). purified TNAP enzyme, luminescent substrate readout; higher % means a stronger effect. inhibition, % at 20 µM; hits with a dose series show IC50 in µM. 64,000 tested, 0.09% active; in the data active means a potency from the dose series; inactive means the rest, 99 in 100 with inhibition below about 22%;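 further: plate controls were vehicle for no effect and reference inhibitor for full effect; many of its hits are not listed in these tables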
LYP phosphatase: inhibition of human PTPN22 tyrosine phosphatase – biochemical, DiFMUP fluorescence, recombinant catalytic domain, 10 µM, primary screen (AID 606) | recombinant LYP catalytic domain, DiFMUP fluorescence; higher % means a stronger effect | inhibition, % at 10 µM; hits with a dose series show IC50 in µM | 52,000 tested, under 10 active;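 active means IC50 under 40 µM in the dose-response test; inactive means IC50 of 40 µM or more, or never dose-tested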
HPDE-C7K KRASV12: cytotoxicity in KRAS-transformed pancreatic duct cells, primary screen, cell-based, fluorescence, HTS (AID 431); cytotoxicity, % at 10 µM, or EC50 in µM where a hit was titrated; HPDE-C7K KRASV12 cells, Alamar Blue viability, 48 h; higher % means a stronger effect; 63,000 tested, 1.7% active;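 active means compounds whose percent cytotoxicity in the single-dose primary screen, scaled between solvent and toxic-drug controls, exceeds 50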;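 further: 0% = DMSO solvent wells and 100% = doxorubicin-treated wells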
Spn MK inh: S. pneumoniae mevalonate kinase inhibition; purified MK, PK/LDH-coupled NADH absorbance 340 nm; inhibition, % at 10 µM; 65,000 tested, 0.48% active; AID 555;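 active means ranked among the strongest by inhibition in the single 10 µM screen, a fixed top-ranked set picked for dose follow-up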; further: no value below 0 was filed
HPDE-C7 cytotoxicity: cytotoxicity in HPDE-C7 cells, cell-based, fluorescence, HTS (AID 430). HPDE-C7 pancreatic duct cells viability, fluorescence; higher % means a stronger effect. cytotoxicity, % at 10 µM; hits with a dose series show EC50 in µM. 63,000 tested, 1.8% active;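 further: cells exposed to compound for 48 hours before viability readout; 0% = vehicle and 100% = reference cytotoxic drug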
DPM-DC inhibit: S. pneumoniae DPM-DC inhibition; 65,000 tested, 0.49% active; purified DPM-DC, PK/LDH coupled NADH fluorescence; AID 556; calls only at 10 µM;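 active means the 320 compounds with the highest percent inhibition in the single-dose primary screen, excluding strongly autofluorescent ones, cut at about 32% in these data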;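 further: kinetic rate of NADH fluorescence loss reporting ADP formed by the decarboxylase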
Bfl-1 displacement: Bfl-1 inhibitors, primary screen, biochemical, fluorescence polarization, FITC-Bid, mouse (AID 432); FITC-Bid BH3 peptide fluorescence polarization displacement; higher % means a stronger effect; displacement, % at 20 µM; hits with a dose series show IC50 in µM; 64,000 tested, 0.02% active; in the data active means a potency from the dose series; inactive means the rest, 99 in 100 with displacement below about 15%; further: strong numbers were not always called active
PMK inhibit: inhibitors of Streptococcus pneumoniae phosphomevalonate kinase; purified PMK, PK/LDH-coupled NADH absorbance 340 nm; inhibition, % at 10 µM; 65,000 tested, 0.49% active; AID 539;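 active means top-ranked compounds by inhibition in the single 10 µM screen, taking a fixed number of the strongest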;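 further: 0% = full reaction with DMSO carrier and 100% = background rate without enzyme reaction; no value below 0 was filed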
HT1080 cytotoxicity: HT1080 cell viability loss – fluorescence readout (AID 620) | HT1080 viability, fluorescence; higher % means a stronger effect | 87,000 tested, 0.42% active | cytotoxicity, % at 10 µM, or EC50 in µM where a hit was titrated;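 further: cells exposed to compound overnight then 4 h with Alamar Blue; 0% = vehicle DMSO and 100% = killing control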
PMK inhibit pilot replicates: recorded beside PMK inhibit, whose call it bears; inhibition, %; measured here: pilot screen replicates
Spn MK inh pilot replicates: second read-out of Spn MK inh, no call of its own (marks repeat the call); inhibition, %; measured here: pilot screen replicates
DPM-DC inhibit pilot screen %: further read-out of DPM-DC inhibit, marked with its call; inhibition, %; measured here: pilot screen trials
* marks the source's active call; other numbers are inactive results; i = inactive; / = no result given; + = active, no number. Unless noted, no stated cut-off is given here; in the data, active means cytotoxicity above about 50%; inactive means the rest.

SMILES	Alkaline phosphatase	LYP phosphatase	HPDE-C7K KRASV12	Spn MK inh	HPDE-C7 cytotoxicity	DPM-DC inhibit	Bfl-1 displacement	PMK inhibit	HT1080 cytotoxicity	others
CCn1cc(C(=O)Nc2ccc(-n3cnnn3)c(OC)c2)c(=O)c2ccc(C)nc21	3%	7%	2%	7	2%	i	-5%	9	-7%
O=C(CNC(=O)c1cc2ccccc2o1)NCc1cccs1	17%	-3%	-12%	6	-10%	i	-2%	9	-3%	PMK inhibit pilot replicates=3.0;Spn MK inh pilot replicates=0.0;DPM-DC inhibit pilot screen %=0.0
C=CCn1c(N)cc(=O)nc1SCC(=O)Nc1ccccc1	4%	11%	-9%	6	-16%	i	-11%	5	8%
CS(=O)(=O)N(CCc1ccccc1)CC(=O)N1CCN(Cc2ccc3c(c2)OCO3)CC1	8%	-6%	4%	11	-12%	i	-4%	8	6%
O=C(NCc1cccnc1)c1noc2c1CCCCC2	6%	2%	-13%	6	-12%	i	4%	7	0%
Cc1ccc(C(O)c2nc3ccccc3n2C(C)C)cc1 (stereo not given)	0%	13%	-3%	11	-18%	i	-4%	15	-1%	PMK inhibit pilot replicates=0.0;Spn MK inh pilot replicates=0.0;DPM-DC inhibit pilot screen %=0.0
COc1ccc(CNC(=O)c2ccc(=O)oc2)cc1OC	8%	1%	-3%	8	-10%	i	-3%	16	1%
Cc1ccc(S(=O)(=O)NCCCCCC(=O)NC(C)(C)CO)cc1	3%	11%	2%	1	-13%	i	-2%	18	2%
Cc1nn(-c2ccc(F)cc2)c2sc(C(=O)N3CCCCCC3)cc12	7%	-6%	-14%	0	-24%	i	-7%	16	-14%	PMK inhibit pilot replicates=2.5;Spn MK inh pilot replicates=0.0;DPM-DC inhibit pilot screen %=2.5
CCCn1c(SCC(=O)Nc2nc3c(s2)CCCC3)nc2c1c(=O)n(C)c(=O)n2C	8%	-5%	-32%	7	-35%	i	-3%	5	12%
COc1ccccc1CNC(=O)C(NC(=O)C1CCCCC1)C(C)C (stereo not given)	4%	7%	-13%	26	-9%	i	4%	6	1%
O=C(c1ccc(Cl)cc1)c1ccccc1C(=O)N1CCOCC1	1%	18%	-6%	5	-5%	i	1%	5	7%
CCOC(=O)Cc1cc(=O)n2[nH]c(C)cc2n1	12%	14%	-5%	7	-21%	i	3%	4	7%
O=c1c2ccccc2c2ccccc2c(=O)n1Cc1cccnc1	6%	7%	0%	7	2%	i	-10%	10	15%
Cn1c(=O)[nH]c(=O)c2c1nc(N1CCCCCC1)n2Cc1cccc2ccccc12	0%	/	1%	13	-7%	i	-6%	0	0%
Cc1cc(-c2ccco2)n(CC(=O)O)n1	0%	1%	-8%	6	-17%	i	-5%	2	1%
Cn1c(CN2CCOCC2)nc2cc(NC(=O)c3ccc(F)cc3)ccc21	3%	-3%	-4%	2	-2%	i	-6%	2	3%
Cc1cc(/C=C(/C#N)c2cccc(F)c2)c(C)n1-c1cccnc1	10%	-1%	19%	1	15%	i	-3%	0	-4%
CCn1nc(NC(=O)c2ccncc2)c2cc3cccc(C)c3nc21	3%	2%	-6%	11	10%	i	0%	21	-1%
O=C(CSc1n[nH]c(-c2ccncc2)n1)Nc1ccccn1	10%	-14%	1%	5	6%	i	-2%	0	0%
N#C/C(C(N)=O)=c1/ccc2c(c1)N1C3=C(CCCC3)CC3CCCCC31N=2 (stereo not given)	23%	/	66%*	9	78%*	i	5%	13	4%
CNS(=O)(=O)c1cc(OCC(N)=O)c(C)cc1Cl	-1%	-3%	-17%	6	-10%	i	-2%	12	-4%
C=CCn1c(SCC(=O)Nc2ccccc2CC)nnc1-c1ccncc1	4%	7%	-44%	1	-23%	i	-1%	15	-10%
O=C(CN1C(=O)c2ccccc2C1=O)N1CCN(c2ccccn2)CC1	12%	5%	-3%	18	4%	i	0%	0	11%
CCN(CC)CCN(Cc1cc2cc(C)ccc2[nH]c1=O)C(=O)Nc1ccccc1OC	8%	3%	-11%	5	-8%	i	-8%	11	4%
O=C(O)c1cc2ccccc2n1-c1ccccc1	10%	15%	-13%	0	-10%	i	-4%	15	5%
Nc1nnnn1NCc1cccc(OCc2ccccc2)c1	16%	/	4%	2	5%	i	2%	0	0%	PMK inhibit pilot replicates=0.0;Spn MK inh pilot replicates=0.0;DPM-DC inhibit pilot screen %=0.0
COc1ccccc1N(CC(=O)NC1CCCCC1)C(=O)CCC(=O)Nc1ccccn1	8%	/	-13%	5	-9%	i	-2%	8	2%
O=C(c1ccc(Cl)s1)N1CCN(c2nc3ccccc3s2)CC1	15%	10%	-12%	4	-23%	i	8%	1	-3%	PMK inhibit pilot replicates=0.5;Spn MK inh pilot replicates=0.0;DPM-DC inhibit pilot screen %=0.5
Cc1noc(N)c1C(=O)Nc1ccc(F)cc1	9%	-10%	0%	0	-3%	i	3%	9	-8%
CCCn1nc(C(=O)Nc2cc(C(=O)OC)ccc2C)c2ccccc2c1=O	4%	11%	-2%	6	-5%	i	-8%	8	-2%
Cc1cc(=O)oc2cc(OCC(O)CN3CCc4ccccc4C3)ccc12 (stereo not given)	10%	2%	2%	0	7%	/	-4%	17	2%
Cc1cc(C)n2nc(S(=O)(=O)N(C)c3ccccc3)nc2n1	15%	2%	0%	5	4%	i	-7%	2	-6%	PMK inhibit pilot replicates=4.0;Spn MK inh pilot replicates=1.5;DPM-DC inhibit pilot screen %=0.0
Cc1cc2cc(CNC(=O)C3CC3)ccc2n1C	12%	/	1%	1	-4%	i	1%	9	-2%
O=C(COC(=O)C1c2ccccc2Oc2ccccc21)NC1CCS(=O)(=O)C1 (stereo not given)	6%	-31%	-4%	2	-3%	i	-1%	15	2%
COc1ccc(N(C(=O)Nc2ccc(Cl)cc2)C2=NCCC2)cc1	10%	-36%	12%	16	15%	i	-2%	22	-18%
Fc1ccc(Cn2nnnc2CN2CCN(C3CCCC3)CC2)cc1	13%	/	6%	8	9%	i	-5%	16	12%
COc1ccc(N2CCN(S(=O)(=O)c3cccs3)CC2)cc1	3%	/	-3%	9	7%	i	2%	8	2%
Cc1ccc(NC(=O)c2c(O)c3ccccc3n(C)c2=O)nc1	8%	-11%	-12%	5	-33%	i	-2%	4	4%
O=C(CN(C(=O)c1cc2c(s1)CCC2)C1CCCC1)NCc1cccs1	3%	-4%	-2%	3	-9%	i	0%	8	-6%
Cc1ccc2c(NC(=O)C3CC3)c(C)ccc2n1	6%	4%	3%	12	-5%	i	0%	9	-3%
CC(C)(C)c1cc(NC(=O)COC(=O)c2ccc3c(=O)n4c(nc3c2)CCC4)n(-c2ccccc2)n1	1%	1%	3%	4	6%	i	-2%	7	-5%
O=C(NC1CCCCCC1)c1cc(S(=O)(=O)N2CCOCC2)ccc1N1CCCCC1	10%	11%	-4%	2	-5%	i	-8%	13	-2%
O=C(O)CCC(=O)CCC(=O)c1ccc(Cl)cc1	11%	13%	7%	2	-4%	i	-4%	0	/
Cc1ccc(NC(=O)NCCc2ccc(S(N)(=O)=O)cc2)cc1	11%	10%	1%	4	2%	i	-3%	3	1%
CCCCNC(=O)CCCn1c(=O)[nH]c2ccc(Br)cc2c1=O	5%	3%	-17%	3	-33%	i	-8%	9	-16%
O=C(CCc1ccccc1)NCCCN1CCOCC1	7%	4%	2%	2	-12%	i	-2%	4	16%
O=C(COC(=O)C1COc2ccccc2O1)NC1CCS(=O)(=O)C1 (stereo not given)	3%	-4%	-2%	4	-14%	i	-1%	22	1%
O=C(O)c1ccccc1C(=O)NCc1cccnc1	4%	/	-22%	0	-34%	i	0%	12	-5%
Cc1nn(Cc2ccccc2)c2c1C(c1ccncc1)C(C#N)=C(N)O2 (stereo not given)	6%	/	2%	8	10%	i	4%	31*	-6%	PMK inhibit pilot replicates=+;Spn MK inh pilot replicates=0.0;DPM-DC inhibit pilot screen %=2.0
Cc1ccc(C(=O)Nc2ccc(S(=O)(=O)N3CCN(C)CC3)cc2)o1	11%	-2%	4%	4	6%	i	-3%	3	4%
Cn1c(Cc2cccs2)nnc1SCc1nc2ccccc2[nH]1	2%	12%	7%	3	-24%	i	-2%	0	1%
c1ccc(CN2CCN(c3nc(-c4ccccc4)nc(-n4ccnc4)n3)CC2)cc1	-2%	2%	12µM*	4	9.9µM*	i	3%	16	21%
Cc1ccc(N(CC(=O)O)C2SC(=O)NC2=O)cc1 (stereo not given)	11%	4%	3%	0	14%	i	-4%	9	10%
O=C1Cc2ccccc2N1c1ccccc1	-2%	4%	-18%	0	-6%	i	13%	0	8%
CCOC(=O)C1=C(C)NC(C)=C(C(=O)OC)C1c1cccc(Cl)c1Cl (stereo not given)	12%	-5%	10µM*	7	9µM*	i	3%	6	6%	PMK inhibit pilot replicates=1.0;Spn MK inh pilot replicates=0.0;DPM-DC inhibit pilot screen %=2.5
CCOC(=O)c1oc2ccccc2c1NC(=O)CN1CCN(C)CC1	8%	/	/	12	/	i	-1%	4	-10%
O=C(/C=N/O)NCCCN1CCCCCC1	9%	-2%	14%	8	11%	i	2%	0	/
CC(=O)N1CCN(c2ccc(N=Cc3c(O)n(Cc4ccccc4)c(=O)[nH]c3=O)cc2)CC1	16%	10%	-9%	0	18%	i	-10%	4	-6%	PMK inhibit pilot replicates=1.0;Spn MK inh pilot replicates=0.0;DPM-DC inhibit pilot screen %=4.0
CC1=C(C(=O)Nc2ccc(F)cc2)C(c2ccc(C)o2)C2=C(CC(C)(C)CC2=O)N1 (stereo not given)	3%	9%	-5%	3	-12%	i	-6%	3	10%

The final two compounds of the section before lead into the next.
SMILES	Alkaline phosphatase	LYP phosphatase	HPDE-C7K KRASV12	Spn MK inh	HPDE-C7 cytotoxicity	DPM-DC inhibit	Bfl-1 displacement	PMK inhibit	HT1080 cytotoxicity	others
CC(=O)N1CCN(c2ccc(N=Cc3c(O)n(Cc4ccccc4)c(=O)[nH]c3=O)cc2)CC1	16%	10%	-9%	0	18%	i	-10%	4	-6%	PMK inhibit pilot replicates=1.0;Spn MK inh pilot replicates=0.0;DPM-DC inhibit pilot screen %=4.0
CC1=C(C(=O)Nc2ccc(F)cc2)C(c2ccc(C)o2)C2=C(CC(C)(C)CC2=O)N1 (stereo not given)	3%	9%	-5%	3	-12%	i	-6%	3	10%
COc1ccc(C2CCN(Cc3cccnc3)CC2O)cc1 (stereo not given)	-3%	/	-8%	0	-2%	i	-9%	6	3%
Cc1cc2n(n1)C(c1ccc(N(C)C)cc1)Nc1ccccc1-2 (stereo not given)	7%	8%	24%	0	17%	/	-3%	6	-2%
O=C1CC(CCC(=O)NC2CC2)c2ccccc2N1 (stereo not given)	9%	6%	-11%	0	-11%	i	3%	6	-1%
Cc1cccc(C)c1NC(=O)N1CC=C(n2c(=O)[nH]c3ccccc32)CC1	4%	/	-10%	0	2%	i	-1%	15	4%
COc1ccccc1CCNC(=O)c1ccoc1C	8%	/	-1%	15	2%	i	0%	9	6%
O=C(Nc1ccc(N2CCCCC2)cc1)c1cncc(Br)c1	14%	5%	7%	7	-2%	i	-8%	8	-4%
O=C(COc1ccc2c(c1)C(=O)CC1(CCCCC1)O2)NCc1ccccn1	5%	-1%	-4%	0	-16%	/	-11%	10	-3%
CCOc1ccccc1-c1nc(C(N)=O)c2[nH]c(=O)n(-c3cccc(C)c3)c2n1	7%	15%	15%	0	6%	i	-6%	10	6%
